# 14-3-3 Bad inh – disrupts binding of bovine 14-3-3 zeta to phospho-Bad peptide; 220,000 compounds, 0.71% hits; inhibition, % at 21.7 µM; P63103; TR-FRET 14-3-3zeta/Dy647-pBad peptide displacement, 1 h;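 active = inhibition above about 70%, limit read from the data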;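 note: 0% = full 14-3-3 plus peptide FRET controls and 100% = background without 14-3-3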
# Target sequence (P63103 whole entry, looked up): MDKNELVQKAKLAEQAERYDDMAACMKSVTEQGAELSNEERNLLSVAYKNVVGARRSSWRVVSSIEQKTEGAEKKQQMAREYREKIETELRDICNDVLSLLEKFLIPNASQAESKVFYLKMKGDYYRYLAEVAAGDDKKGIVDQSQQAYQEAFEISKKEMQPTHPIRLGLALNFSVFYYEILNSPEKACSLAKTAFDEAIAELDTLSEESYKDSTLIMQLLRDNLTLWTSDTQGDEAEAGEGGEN
# TbHK1 inh – T. brucei hexokinase 1 inhibition; recombinant TbHK1, G6PDH-coupled NADH A340; inhibition, % at 10 µM; 220,000 compounds, 0.11% hits; AID 1430;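 active = inhibition of 50% or more in the single-dose primary screen; inactive = inhibition below 50%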
# Rad51 HR inh – blocks human Rad51 in homologous recombination. AID 1385. 200,000 compounds, 0.085% hits. Q06609. inhibition, % at 10 µM. hRad51 DNA strand exchange, fluorescence dequenching;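 active = inhibition above 40% at the single screening dose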;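 note: 0% = DMSO control wells and 100% = blanks with heterologous ssDNA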
# Target sequence (Q06609 whole entry, looked up): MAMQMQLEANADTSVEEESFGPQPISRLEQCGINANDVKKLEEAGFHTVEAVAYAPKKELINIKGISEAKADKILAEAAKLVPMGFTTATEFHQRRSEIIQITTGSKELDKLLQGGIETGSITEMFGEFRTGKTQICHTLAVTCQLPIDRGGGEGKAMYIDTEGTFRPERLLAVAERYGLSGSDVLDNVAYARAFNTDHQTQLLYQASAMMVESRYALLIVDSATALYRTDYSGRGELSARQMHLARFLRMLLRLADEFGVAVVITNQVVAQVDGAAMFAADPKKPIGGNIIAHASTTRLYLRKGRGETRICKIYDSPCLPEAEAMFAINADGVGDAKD
#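 Test system – preformed human Rad51 ssDNA filaments · Reagent – Donor/quencher-labelled 47-bp dsDNA substrate · Incubation – 37 °C 15-min filament assembly, 30-min compound preincubation, 15-min exchange · Signal – FRET fluorescence dequenching, excitation 485 nm, emission 520 nm · Read-out – percent inhibition from fluorescence, normalised to plate control and blank means · Benchmarks – plate control and blank wells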
# m-calpain inh – calpain II (pig) inhibition; purified calpain II, fluorogenic peptide substrate, 30 min; 220,000 compounds, 0.37% hits; inhibition, % at 16 µM;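 active = inhibition above about 50%, limit read from the data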
# Hck-Nef inh – human Hck-Nef kinase inhibition; 220,000 compounds, 0.68% hits; AID 463187; inhibition, % at 20 µM; Recombinant Hck-YEEI plus Nef, Z-Lyte FRET kinase assay;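 active = Hck-Nef kinase inhibition above about 50%, limit read from the data; inactive = inhibition below that limit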;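 note: 0% = DMSO with Hck plus Nef and 100% = Hck alone without Nef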
# PGE2 EP2 inh – inhibitors of human EP2 prostaglandin E2 receptor; P43116; C6 glioma cells expressing human EP2, cAMP TR-FRET; cells stimulated with saturating PGE2; inhibition, % at 25 µM; 260,000 compounds, 0.52% hits;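 active = percent inhibition above 40 after rounding to a whole number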;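 note: rat C6 glioma host cells with rolipram phosphodiesterase inhibitor present; the protocol text gives 20 µM as final concentration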
# Target sequence (P43116 whole entry, looked up): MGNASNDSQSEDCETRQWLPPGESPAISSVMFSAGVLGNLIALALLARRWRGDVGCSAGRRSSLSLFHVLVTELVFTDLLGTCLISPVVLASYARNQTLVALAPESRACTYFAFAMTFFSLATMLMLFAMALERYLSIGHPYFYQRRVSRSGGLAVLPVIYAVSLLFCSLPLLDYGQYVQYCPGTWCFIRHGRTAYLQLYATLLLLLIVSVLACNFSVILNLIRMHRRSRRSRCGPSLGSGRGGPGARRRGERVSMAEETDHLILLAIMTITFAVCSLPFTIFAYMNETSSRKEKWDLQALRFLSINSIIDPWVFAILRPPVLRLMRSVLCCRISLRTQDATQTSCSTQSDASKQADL
# eIF4E 4G PPI – inhibitors of eIF4E and eIF4G interaction in translation initiation. TR-FRET eIF4E-eIF4GI(517-606) binding, 2 h. 220,000 compounds, 0.37% hits. AID 782. inhibition, % at 21.7 µM. P63073+Q04637;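 active = inhibition above about 30%, limit read from the data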;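 note: 0% = full FRET control wells and 100% = background wells lacking eIF4GI fragment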
# zVAD death inh – blocks zVAD induced death of L929 cells | L929 zVAD necroptosis rescue, ATP luminescence, 24 h; with zVAD 60 µM | viability rescue, % at 10 µM | AID 1377 | 220,000 compounds, 0.38% hits;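 active = activation, scaled between plate controls, above about 75%, limit read from the data; inactive = activation under that limit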;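 note: 0% = zVAD with DMSO and 100% = DMSO alone without zVAD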
# EP2 modulator – modulates human prostaglandin E2 receptor EP2 signaling; induction, % at 25 µM; EP2-expressing cells, cAMP HTRF FRET, PGE2 co-stimulation; 260,000 compounds, 0.83% hits;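 active = compounds whose cAMP rise, as percent of the full-agonist control response, exceeds 60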;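 note: rat C6 glioma line stably carrying human EP2 under a CMV promoter; the protocol text gives 20 µM as final concentration; 100% = response of wells given 1 µM PGE2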
# The depositor's hits bear a star; i = inactive; x = no result given; [ ] = another dose, or the depositor's remark. A portion of the library; count on the stated rates, not on these rows.
SMILES,14-3-3 Bad inh,TbHK1 inh,Rad51 HR inh,m-calpain inh,Hck-Nef inh,PGE2 EP2 inh,eIF4E 4G PPI,zVAD death inh,EP2 modulator
O=S(=O)(Nc1ccc2c(c1)OCCO2)c1ccc2oc3ccccc3c2c1,-7.7,9.8,-5.5,-16.4,8.3,37.2,1.4,-0.7,-42.4
CC(C)CC(c1nnnn1CCc1ccccc1)N1CCC(C(N)=O)CC1 (stereo not drawn),4.4,-2.2,9.3,-16.8,8.3,6.5,-3.3[fluorescence artefact?],-0.6,17.7
CCc1ccc(C(=O)N2CCN(c3ccc(F)cc3)CC2)s1,-9.5,4.4,-1.7,21.1,17.7,7.2,-3.6,1.0,-6.1
CC(=O)c1cnc2cc(C)nn2c1C,-4.1,0.9,3.1,6.3,1.2,10.7,5.7,0.4,32.6
Clc1ccc(-c2nc3ccccc3n2OCc2ccccc2)cc1,-5.8,0.9,-2.2,-13.7,0.2,2.5,-2.1,0.1,63.3*
Oc1ccc(-c2nc3ncccn3c2Nc2ccc3c(c2)OCO3)cc1,-6.0,-14.9,-4.2,-23.9,-0.9,13.0,7.9,-0.6,7.9
CCN(CC)C(=O)c1sc2c(c1C)c(=O)n(-c1ccc(C)c(C)c1)c(=O)n2CC(=O)NCC1CCCO1 (stereo not drawn),0.9,-6.3,-0.8,-10.1,25.7,3.2,0.7,-0.8,10.1
O=S(=O)(c1ccc(NC(=S)N/N=C/c2ccc(O)c(O)c2)cc1)N1CCOCC1,3.0,-32.6,-3.5,6.6,-3.0,4.2,1.7,3.8,-35.5
CC(NC(=O)/C=C/c1cnc2ccccc2n1)C12CC3CC(CC(C3)C1)C2 (stereo not drawn),-2.7,-12.1,x,-28.4,2.2,2.1,0.0,2.0,-37.4
CC(C)NC(=S)N/N=C/c1c[nH]c2ccccc12,-31.5,-26.7,-0.3,15.8,5.0,15.1,1.6,4.5,-11.6
CN(C)c1ccc(/C=C/C(O)=C2/C(=O)N(C)C3(C)CC2c2ccccc2O3)cc1 (stereo not drawn),-9.7[fluorescence artefact?],-17.0,-15.2,-11.9,-0.7,4.9,-2.5,-0.2,-14.3
CC1(C)CC(=O)C2=C(C1)NC(=O)CC2c1ccc(F)cc1 (stereo not drawn),5.5,1.8,7.2,-0.9,3.0,13.2,-2.4,1.1,-10.2
N#CC1=C2C=Cc3ccccc3N2CCCC1=O,4.1,-6.9,-1.5,15.5,-1.5,12.8,-4.3,2.4,21.1
CCOC(=O)c1ccc(Nc2cc(C)nc(C)c2C(=O)OCC)cc1,27.0,-32.4,1.2,6.6,2.8,5.3,-4.9,-0.8,2.4
O=C(NC1CCCC1)C1CCC(=O)N1C1CCCCC1 (stereo not drawn),-7.3,-2.3,44.6*,-16.5,4.7,1.0,-4.9,9.5,4.7
COc1ccc(-c2cc(C(F)(F)F)nc(SCCC(=O)NCc3ccccc3)n2)cc1,6.9,-0.5,9.7,-25.1,-16.7,19.7,2.9,-0.3,23.8
C=CCn1c(-c2cccc(OCC)c2)n[nH]c1=S,-14.1,-3.4,9.3,-50.7,18.2,2.9,2.0,2.6,16.8
O=C(CN1C(=O)C2C3C=CC(C3)C2C1=O)NCc1ccc2c(c1)OCO2 (stereo not drawn),-6.7,2.7,7.3,-7.4,-0.2,4.7,3.6,0.4,-1.8
COc1ccc(CCNC(=O)Cn2c(=O)n(-c3ccc(F)cc3F)c(=O)c3sccc32)cc1OC,-9.0,-4.6,-11.5,-26.9,19.5,8.8,-1.1,0.5,1.3
CC(C)C(NC(=O)C1CCCCC1)C(=O)NCCc1ccccc1 (stereo not drawn),-2.3,-3.5,-10.1,-8.0,0.6,2.8,4.2,-1.0,-38.2
O=S(=O)(NCc1cc(-c2ccccc2)no1)c1ccccc1,-8.5,-1.5,-1.5,3.3,28.3,2.0,-1.5,-0.2,-10.0
COCCCNC(=O)c1c(N)n(/N=C/c2cccs2)c2nc3ccccc3nc12,27.1[fluorescence artefact?],-33.3,-1.2,i,13.2,14.8,-11.5,17.2,-0.2
CCCCn1c(N)c(N(CC)C(=O)c2cc(OC)cc(OC)c2)c(=O)[nH]c1=O,-16.9,2.1,9.8,-10.2,18.3,6.2,0.6,3.8,23.1
C=C1CCN([C@@H](C)C(=O)OCc2cccc(C)c2)S(=O)(=O)c2ccccc21,-2.5,-3.3,0.6,10.8,34.9,17.2,-4.2,-0.8,6.7
COCC(=O)Nc1cccc(Br)c1,-14.2,-3.8,0.4,-21.6,-0.6,9.1,0.6[fluorescence artefact?],0.1,-8.1
CCCCC(=O)Nc1ccc(C(=O)Nc2ccc(S(=O)(=O)Nc3nccc(C)n3)cc2)cc1,-8.1,33.4,8.8,-35.1,5.7,7.8,-0.6,0.2,16.3
CCc1nnc(N2CCN(c3ncnc4c3oc3ccccc34)CC2)s1,-6.6,-1.4,-2.4,14.2,-12.4,9.0,1.4,-0.4,-15.8
CCc1ccccc1N(CC(=O)Nc1cccc(N(C)S(C)(=O)=O)c1)S(C)(=O)=O,6.0,1.5,3.4,18.2,7.6,-0.2,0.0,-0.7,7.9
Cc1ccc(CSC2=Nc3ccccc3C3=NC(CC(=O)NCc4ccco4)C(=O)N23)cc1 (stereo not drawn),-0.7,-6.1,-4.5,-94.2,3.6,7.5,5.1,-0.1,37.0
CN(CC(=O)N1CCOCC1)C(=O)CSc1nc2ccccc2s1,-22.1,3.5,11.2,-31.8,20.5,-1.9,-4.5,2.0,5.8
CCC(=O)c1cc2c(C)cc(=O)oc2c(C)c1OC,3.8[fluorescence artefact?],0.2,3.1,-26.6,4.4,4.4,2.0[fluorescence artefact?],-1.3,15.4
O=C(NCC(=O)N(CC1CCCO1)C1(C(=O)NC2CCCC2)CCCCC1)c1ccccc1 (stereo not drawn),7.6,-4.2,1.7,31.5,1.9,0.9,-8.5,0.1,12.5
COc1ccc(CN2CCN(C(=O)C3CCN(S(=O)(=O)c4cccs4)CC3)CC2)c(OC)c1OC,-13.9,-9.2,14.9,-43.6,19.7,3.0,2.2,0.6,-12.5
CC1Cc2ccccc2N1S(=O)(=O)c1cccc(C(=O)Nc2cccnc2)c1 (stereo not drawn),3.4,-7.8,x,9.1,14.5,1.0,-14.8,0.1,0.0
CN1CCN(S(=O)(=O)c2cccc(C(=O)Nc3nc(-c4ccccc4)cs3)c2)CC1,-5.1[fluorescence artefact?],-26.1,x,-35.7,0.2,x,3.9,2.2,-36.8
Cc1ccc(Nc2nc(N)nc(CSCCO)n2)cc1,-4.0,-0.7,-3.2,8.9,0.8,6.4,-0.1,0.2,5.6
COc1ccc(C)cc1NC(=O)c1nnn(Cc2cccc(F)c2)c1N,-5.9,1.4,6.2,-31.3,18.8,9.6,-1.7,0.0,-33.9
CCC(Oc1ccccc1)C(=O)N1CCC(C(N)=O)CC1 (stereo not drawn),-2.2,-0.7,-3.2,-39.1,-10.1,7.6,0.3,-0.5,4.8
COc1cc(-c2nc(C)c(C(C)=O)n2O)ccc1OCC(=O)Nc1ccc(F)cc1,-3.4,-18.7,26.9,16.8,1.6,6.4,0.7,1.2,14.1
COC(=O)C(O)(NC(=O)NC(C)=O)C(F)(F)F (stereo not drawn),4.5,31.8,-12.4,0.1,4.8,9.0,0.9,-0.1,20.4
CN1CCN(C(=O)c2cc3nc(-c4ccccc4)cc(-c4ccccc4)n3n2)CC1,-2.0,-17.5,4.3,i,1.6,14.3,6.3,-0.4,-6.5
Cc1cccc(-c2noc(CCC(=O)Nc3ccc(C(N)=O)cc3)n2)c1,18.1,-5.3,0.5,-3.2,11.1,10.5,-0.7,0.6,-81.5
O=C(O)c1cc(C2CC2)nc2ccccc12,9.0,1.4,-0.4,10.5,-1.8,10.4,0.1[fluorescence artefact?],3.7,16.6
CC(C)CCN1C(=O)c2ccc(C(=O)NCC3CCCO3)cc2C1=O (stereo not drawn),14.4,1.3,10.5,2.6,5.2,11.2,-3.4,0.0,2.4
COC(=O)c1ccc(C23CC4(C2)[C@H](CN(Cc2cccnc2)[C@@H]4c2ccccc2)C3c2ccc(Cl)nc2)cc1 (stereo partly drawn),-3.8,-10.9,2.8,-29.1,24.8,18.1,-4.5,0.5,5.9
O=C(COC(=O)c1cnc(Cl)c(Cl)c1)NCc1cccs1,-7.6,-1.1,6.8,-19.2,-5.5,4.9,2.8,1.7,-21.0
CCSc1ccc(C(=O)Nc2ccc(Br)cn2)cc1[N+](=O)[O-],6.2,-0.9,-41.5,16.0,28.3,2.0,-2.0,0.4,-26.6
O=C1c2ccccc2C(=O)N1OCc1ccc(Cl)cc1,1.6,-4.1,-3.1,-1.4,-0.9,13.9,0.9,1.6,34.1

# Ordered by length of the SMILES (rising): some entries from above
SMILES,14-3-3 Bad inh,TbHK1 inh,Rad51 HR inh,m-calpain inh,Hck-Nef inh,PGE2 EP2 inh,eIF4E 4G PPI,zVAD death inh,EP2 modulator
O=C(O)c1cc(C2CC2)nc2ccccc12,9.0,1.4,-0.4,10.5,-1.8,10.4,0.1[fluorescence artefact?],3.7,16.6
CCC(Oc1ccccc1)C(=O)N1CCC(C(N)=O)CC1 (stereo not drawn),-2.2,-0.7,-3.2,-39.1,-10.1,7.6,0.3,-0.5,4.8
O=C(COC(=O)c1cnc(Cl)c(Cl)c1)NCc1cccs1,-7.6,-1.1,6.8,-19.2,-5.5,4.9,2.8,1.7,-21.0
COc1ccc(C)cc1NC(=O)c1nnn(Cc2cccc(F)c2)c1N,-5.9,1.4,6.2,-31.3,18.8,9.6,-1.7,0.0,-33.9

# Later entries
SMILES,14-3-3 Bad inh,TbHK1 inh,Rad51 HR inh,m-calpain inh,Hck-Nef inh,PGE2 EP2 inh,eIF4E 4G PPI,zVAD death inh,EP2 modulator
COc1cc(NC(=O)CCC2CCCC2)cc(-n2cnnn2)c1,-5.3[fluorescence artefact?],0.3,8.2,24.4,-0.2,7.6,-0.1,0.1,-9.5
Cc1ccc(SCc2cn3c(C)cc(C)nc3n2)cc1,-15.3,-11.4,x,-5.2,20.8,8.3,-6.1,0.6,-25.6
Cc1ccc(-n2nnc3c(=O)n(CC(=O)OCc4ccccc4)cnc32)cc1,4.3,0.2,1.5,-29.9,1.1,13.6,0.0,-0.5,0.8
O=C(O)c1ccc(NS(=O)(=O)c2ccc3c(c2)OCCO3)cc1,-0.6[fluorescence artefact?],4.7,3.3,-30.2,2.1,7.4,-4.4[fluorescence artefact?],1.3,9.4
Oc1ccc(-c2nnc(SCC3CCCCC3)o2)cc1,-9.3,4.1,-0.6,-24.2,0.0,13.5,0.7,-0.3,11.2
O=C(/C=C/c1ccc(Cl)cc1)N1CCN(c2ccccc2[N+](=O)[O-])CC1,-1.4,5.6,23.5,37.4,-6.6,5.6,-14.4,-0.4,14.7
O=C(Nc1ccon1)c1ccc(S(=O)(=O)N2CCCCCC2)cc1,7.4,3.7,5.0,-16.7,1.9,6.6,4.4,0.2,0.9
Cc1noc(C)c1C(=O)OCC(=O)c1c(N)n(CC(C)C)c(=O)n(C)c1=O,-14.1,-3.4,3.1,8.4,2.5,5.8,-6.0[fluorescence artefact?],-0.4,19.5
O=c1[nH]c(=S)[nH]c2c1C(c1cc([N+](=O)[O-])c(N3CCOCC3)cc1N1CCOCC1)O2 (stereo not drawn),0.4,-11.5,14.7,-12.7,21.8,2.0,0.6,4.7,31.0
c1ccn(-c2ncnc3sc4c(c23)CCCC4)c1,x,-0.1,8.5,11.8,2.5,10.0,x,-0.5,64.5*
